Nrf2 activator = qHTS of Nrf2 Activators | AREc32 ARE-luciferase reporter (MCF7-derived line), luminescence, 24 h | Potency, µM (top dose mostly 46.1 µM), for the others: at the top dose activation, actives largely listed as activators | actives 0.31% (n = 410,000) | AID 624171, 2012; further: potency means the concentration at half of the fitted maximal effect; % of control where 0% means no effect; nearly all actives have a fitted effect of over 65% in size
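Quantitative high-throughput format: AREc32 reporter cells, 1000 per well, received compound by pin transfer and were incubated 24 hr at 37 deg C, 5% CO2, before Steady-Glo luminescence detection.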
IL1B secr inh = qHTS for Inhibitors of Inflammasome Signaling: IL-1-beta AlphaLISA Primary Screen. AID 743279, 2014. THP-1 LPS/ATP IL-1B secretion, AlphaLISA, 16 h; stronger effect = lower value. activity change, % at 57.5 µM. actives 4.7% (n = 360,000); in the data active means activity change below about -50%; inconclusive means mostly about -30% to -49%; further: on the % scale 0 is the no-effect control and ±100 the full control effect
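THP-1 cells pretreated 1 hr with compounds (up to 57.5 uM final), then stimulated with LPS (250 ng/mL final) plus ATP (1.25 mM final); secreted IL-1B measured by AlphaLISA after 16 hr, decreased signal indicating inhibition.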
HepG2 viability = qHTS for Inhibitors of TGF-b: Cytotox Counterscreen | HepG2 CAGA-GFP viability, ATP luminescence, 18 h | Potency, µM (series often up to 46.1 µM), for inactives: top-dose activity change, negative = cytotoxicity, usual class: cytotoxic | actives 0.76% (n = 410,000) | AID 588856, 2011; further: potency means the concentration at half of the fitted maximal effect; some results filed as inactive show a strong effect at the top dose
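HepG2 CAGA-GFP cells (1000/well, DMEM with 1% FBS) received compound, then TGF-beta at 500 pg/mL final, and were incubated 18 hours at 37 degrees C. Viability was read by CellTiter-Glo luminescence. Media-only wells were set as complete cell-killing and DMSO as no toxicity.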
MCF10A rereplic = A quantitative high throughput screen for small molecules that induce DNA re-replication in MCF 10a normal breast cells; Potency, µM (highest dose often 46.1 µM), inactives show at the top dose activity, positive = re-replication, hits mostly activators; actives 2.9% (n = 350,000); MCF 10A DNA re-replication, Hoechst nuclear intensity, 48 h; further: potency means the concentration at half of the fitted maximal effect; % of control where 0% means no effect; nearly all actives have a fitted effect of over 50% in size
S2 tox = Viability Counterscreen for Primary qHTS for Inhibitors of ATXN expression; S2 cells (HEK-293 line with an ATXN2-luciferase reporter) viability, CellTiter-Fluor protease fluorescence, 24 h; Potency, µM (highest dose often 56.7 µM), most hits filed as cytotoxic; actives 0.49% (n = 400,000); AID 651635, 2014; further: potency means the concentration at half of the fitted maximal effect; nearly all actives have a fitted effect of over 40% in size
A549 viability = Nrf2 qHTS screen for inhibitors: counterscreen for cytotoxicity; actives 0.16% (n = 390,000); AID 504648, 2011; A549 ARE-Fluc cells, CellTiter-Fluor viability, 18-24 h; Potency, µM (highest dose often 46 µM), without a hit: at the top dose activity change, negative = cytotoxicity, actives largely listed as inhibitors; further: potency means the concentration at half of the fitted maximal effect; on the % scale 0 is the no-effect control and ±100 the full control effect
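Cytotoxicity counterscreen: CellTiter-Fluor fluorescence was measured in A549 ARE_Fluc cells after 18-24 h of compound exposure in a concentration series. The subsequent BugLite luminescent read reports ARE-luciferase activity.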
Nrf2 block = Nrf2 qHTS screen for inhibitors | Potency, µM (highest dose often 46 µM), for inactives: top-dose activity change, negative = inhibition, most hits filed as inhibitors | AID 504444, 2011 | actives 2.1% (n = 360,000) | A549 ARE-Fluc reporter, luciferase luminescence, 18-24 h; further: potency means the concentration at half of the fitted maximal effect; on the % scale 0 is the no-effect control and ±100 the full control effect; nearly all actives have a fitted effect of over 60% in size
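Nrf2 activity is the BugLite luminescence, read 15 min after reagent at room temperature, following CellTiter-Fluor cytotoxicity readout (30 min, 37C). Compound titrations were applied for 18-24 h to 5000 A549 ARE_Fluc cells/well in 5% FBS OPTI-MEM.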
ATXN2 expr inh = Primary qHTS for Inhibitors of ATXN expression. HEK-293 ATXN2-luciferase reporter, luminescence, 24 h. Potency, µM (series often up to 57 µM), without a hit: top-dose activity change, negative = inhibition, most hits filed as inhibitors. actives 0.72% (n = 360,000). AID 1745845, 2022; further: potency means the concentration at half of the fitted maximal effect; on the % scale 0 is the no-effect control and ±100 the full control effect; nearly all actives have a fitted effect of over 55% in size
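ATXN2-luciferase reporter cells (luciferase flanked by upstream and downstream ATXN2 gene portions) were treated 24 h at 37 °C with compounds at up to 57 uM. SteadyGlo luminescence gave expression; GF-AFC fluorescence gave viability.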
TGFb SMAD3 inh = qHTS for Inhibitors of TGF-b; HepG2 CAGA-GFP TGF-b/SMAD3 reporter, GFP fluorescence, 18 h; TGF-beta stimulated, 500 pg/mL final; Potency, µM (top dose mostly 46.1 µM), inactives show top-dose activity, negative = inhibition, actives largely listed as inhibitors; actives 1.2% (n = 410,000); AID 588855, 2011; further: potency means the concentration at half of the fitted maximal effect; on the % scale 0 is the no-effect control and ±100 the full control effect; nearly all actives have a fitted effect of over 65% in size
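TGF-beta reporter screen: HEPG2 CAGA-GFP, 1% FBS, 500 pg/mL TGF-beta final, 18 h; per-cell GFP summed per well; curves fitted and categorized by class.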
Numbers without * were called inactive; i = inactive; ? = inconclusive; nt = no result given; [ ] = dose if it differs, or a comment. Unless noted, the call rests on the fitted dose curve; in most records, active means well fitted curve in the direction sought with a large enough effect; inconclusive means small, poorly fitted or top-dose-only effect, or another doubt; inactive means no such curve, though single readings can be large; an effect the other way counts as inactive or inconclusive. Compounds were not picked by outcome (roughly 8.8% active in at least one column).

SMILES	Nrf2 activator	IL1B secr inh	HepG2 viability	MCF10A rereplic	S2 tox	A549 viability	Nrf2 block	ATXN2 expr inh	TGFb SMAD3 inh
Cc1ccc(S(=O)(=O)N2CCN(C(=O)c3cc(-c4cccs4)nn3-c3ccccc3)CC2)cc1	0.3%	0.0	0.5%	10.2%	i	9.7%	-0.5%	-21.4%	-8.4%
O=C(CCNc1ccc(F)cc1)c1cccc([N+](=O)[O-])c1	?	-15.7	-40.3%	?	i	-9.7%[1.84 µM]	1.4%	-23.0%	?
COc1ccc(NS(=O)(=O)c2cnc[nH]2)cc1	2.8%	0.0	1.4%	3.9%	?	-0.7%	11.7%	-22.7%	-9.1%
COCCN1CC(CNC(=O)c2cc(COc3ccc(C)c(C)c3)on2)CC1=O (stereo not given)	-1.3%	8.6	-1.2%	-0.2%	i	3.7%	-1.8%	4.0%	-3.0%
CCCCc1c(C)nc2ccc(Br)cc2c1SC(N)N	-1.0%	21.9	-1.3%	-2.0%	?	0.6%	2.9%	nt	-3.7%
O=C(NCc1ccc(F)cc1)c1cc(C2CCCCN2S(=O)(=O)Cc2ccccc2)on1 (stereo not given)	2.7%	-28.5	-20.4%	nt	i	nt	nt	-9.7%	1.1%
O=C1c2ccc(Cl)cc2S(=O)(=O)c2cccc(C(=O)N3CCN(c4ccc(Cl)cn4)CC3)c21	-0.6%	-93.4*	7.1%	?	?	?	?	-21.1%	-20.8%
COc1ccccc1NC(=O)CSc1ccc2nnc(-c3ccccn3)n2n1	0.2%	7.5	8.6%	-6.2%	i	3.7%	9.7%	2.1%	19.4%
CCOC(=O)C1=C(C)N(C[C@@H]2CC[C@@H](Cc3ccc(-c4ccccc4)cc3)O2)C(=O)NC1c1ccc(SCc2ccco2)c([N+](=O)[O-])c1 (stereo not given in full)	4.9%	-16.4	-25.7%	?	i	0.8%	2.4%	-4.7%	-20.1%
Cc1ccc(Cl)c(OCC(=O)OCC(=O)c2ccc[nH]2)c1	-0.8%	-1.6	6.8%	0.4%	i	-1.1%	11.9%	9.0%	5.3%
CN(C)C(=O)CCN1CCOCC1	-0.2%	0.4	4.6%	-28.3%	i	1.7%	nt	6.0%	-23.3%
COc1ccc(-c2c(C#Cc3ccsc3)c3ccccc3n2C)cc1	9.4%	21.0	-1.6%	?	?	-2.9%	11.7%	-20.8%	?
COc1ccc(NC(=O)c2ccc3c(c2)C(=O)N(CC2CCCO2)C3=O)cc1 (stereo not given)	0.2%	-2.9	-5.5%	-7.1%	i	?	-11.1%	0.7%	-0.8%
Cc1ccc(S(=O)(=O)Nc2nc(C)c(NC(=O)Nc3ccc(Cl)cc3Cl)s2)cc1	0.0%	?	-8.1%	?	i	-6.3%	1.2%	-7.7%	-2.5%
O=C(COC(=O)c1cccnc1Cl)Nc1ccc2c(c1)OCCO2	0.1%	2.7	2.0%	-33.8%[inhibitor]	i	0.8%	24.9%	-5.6%[11.3 µM]	10.1%
COC(=O)c1ccc(CSc2n[nH]c(-c3ccccc3)n2)o1	0.7%	8.3	-3.0%	1.9%	i	?	5.2%	nt	-3.5%
CCN(CC)S(=O)(=O)c1ccc(F)c(C(=O)NCCC(C)C)c1	0.4%	0.0	-4.9%	?	i	5.5%	12.2%	2.8%	-3.5%
CC(=O)N1CCc2cc(S(=O)(=O)Nc3ccc(C)cc3C)ccc21	0.0%	0.0	-9.8%	10.5%	i	-6.1%	?	-17.1%	-2.9%
CCc1cc(C(c2ccncc2)N2CCN(C)CC2)c(NC(=O)c2ccccc2)s1 (stereo not given)	?	-2.1	-11.2%	-34.1%[inhibitor]	i	-3.2%	25.0%	18.5%	-14.7%
COc1ccc(-c2nc(CSCC(=O)N3CCN(c4cc(Cl)ccc4C)CC3)c(C)o2)cc1	-2.9%	nt	-33.5%	nt	nt	-16.8%	7.31µM*	nt	17.8µM*

Of the compounds above, these have a furan ring, fused or not.
SMILES	Nrf2 activator	IL1B secr inh	HepG2 viability	MCF10A rereplic	S2 tox	A549 viability	Nrf2 block	ATXN2 expr inh	TGFb SMAD3 inh
CCOC(=O)C1=C(C)N(C[C@@H]2CC[C@@H](Cc3ccc(-c4ccccc4)cc3)O2)C(=O)NC1c1ccc(SCc2ccco2)c([N+](=O)[O-])c1 (stereo not given in full)	4.9%	-16.4	-25.7%	?	i	0.8%	2.4%	-4.7%	-20.1%
COC(=O)c1ccc(CSc2n[nH]c(-c3ccccc3)n2)o1	0.7%	8.3	-3.0%	1.9%	i	?	5.2%	nt	-3.5%

Some of the entries so far, bar-delimited.
SMILES | Nrf2 activator | IL1B secr inh | HepG2 viability | MCF10A rereplic | S2 tox | A549 viability | Nrf2 block | ATXN2 expr inh | TGFb SMAD3 inh
O=C(NCc1ccc(F)cc1)c1cc(C2CCCCN2S(=O)(=O)Cc2ccccc2)on1 (stereo not given) | 2.7% | -28.5 | -20.4% | nt | i | nt | nt | -9.7% | 1.1%
O=C1c2ccc(Cl)cc2S(=O)(=O)c2cccc(C(=O)N3CCN(c4ccc(Cl)cn4)CC3)c21 | -0.6% | -93.4* | 7.1% | ? | ? | ? | ? | -21.1% | -20.8%
COc1ccccc1NC(=O)CSc1ccc2nnc(-c3ccccn3)n2n1 | 0.2% | 7.5 | 8.6% | -6.2% | i | 3.7% | 9.7% | 2.1% | 19.4%

The list continues:
SMILES	Nrf2 activator	IL1B secr inh	HepG2 viability	MCF10A rereplic	S2 tox	A549 viability	Nrf2 block	ATXN2 expr inh	TGFb SMAD3 inh
COC(=O)CNC(=O)c1cc(OC)cc(OC)c1	-0.6%	9.1	3.7%	0.7%	i	-10.1%	-3.6%	-2.3%	0.0%
COc1ccc(CNC(=O)c2ccc(-c3c(C)noc3C)c3ccoc23)cc1OC	8.3%	86.6	-27.2%	nt	i	nt	nt	30.4%[activator]	14.4%
O=[N+]([O-])c1cccc(/C=N/Nc2cc(N3CCOCC3)ncn2)c1	?	-68.2*	-17.3%	-3.0%	i	-5.7%	?	nt	-4.3%
COc1ccccc1CNC(=O)CSc1nc(N)c(C#N)c(-c2cccs2)c1C#N	2.7%	0.0	-26.4%	-3.6%	i	-7.9%	?	-17.5%	1.2%
CCCc1cc(N2CCCC(C(=O)NCc3ccc4c(c3)OCO4)C2)n2ncnc2n1 (stereo not given)	0.1%	-4.4	4.2%	15.0%	i	-4.0%	?	-1.5%	2.3%
Cc1ccc(-n2ncc3c(N4CCN(Cc5ccccc5)CC4)ncnc32)cc1Cl	0.4%	nt	-1.8%	nt	i	6.4%	nt	3.6%	6.8%
CCOCC(=O)Nc1nc2ccc(S(C)(=O)=O)cc2s1	-1.0%	0.0	-7.3%	0.1%	i	1.9%	nt	-2.1%	1.2%
CN(C(=O)c1cccc(Nc2ccc(-c3ccc4c(c3)OCCO4)nn2)c1)C1CCCCC1	-1.3%	0.0	-33.1%	?	?	-29.3%	?	?	-28.7%
CNC(=O)N(O)C1N(/N=C/c2c(F)cccc2Cl)C(=S)SC1(C)C (stereo not given)	9.3%	21.5	-15.7%	5.9%	i	0.4%	5.2%	-4.9%	-1.5%
CC(=NCC1CCCO1)c1c(O)[nH]c(=O)[nH]c1=O (stereo not given)	-0.8%	1.2	3.6%	0.6%	i	-7.7%	-18.6%	5.6%	4.5%
CSc1nc2n(n1)C(c1cccs1)C1=C(CCCC1=O)N2 (stereo not given)	0.1%	15.0	5.5%	2.8%	?	-2.9%	-10.6%	4.9%	32.0%
CCOCCCn1c(SCC(=O)Nc2ccccc2OC)nc2c(oc3ccccc32)c1=O	1.2%	nt	-8.8%	nt	?	-6.8%	?	-23.9%	-13.0%
COc1ccc(C(=O)OC(C)C(=O)NCC2CCCCC2)cc1S(=O)(=O)N1CCOCC1 (stereo not given)	0.0%	-7.1	7.3%	4.7%	i	-5.2%	4.7%	-9.2%	-8.9%
COC(=O)C1=C[C@@H](C(=O)OC)[C@@H]2C3=C(C(=O)[C@@]2(C)NC(=O)c2ccccc2)[C@H](C)[C@@H]2C(=O)N(c4ccccc4)C(=O)[C@@H]2[C@@H]3C1	nt	nt	-8.9%	nt	nt	5.3%	16.8%	nt	?
O=S(=O)(c1cnccc1N1CCN(CCO)CC1)N1CCCC1	0.3%	3.4	0.8%	nt	i	nt	nt	nt	15.1%
O=C(N/N=C/c1cc2c(cc1Br)OCO2)c1cc2ccccc2o1	0.6%	?	5.0%	-7.8%	i	-1.8%	7.7%	15.0%	4.8%
Cc1cc(C(=O)N2CCC2(C)C(=O)Nc2cc(C(C)(C)C)nn2C)nn1C (stereo not given)	-0.4%	-6.2	8.5%	nt	i	nt	nt	-15.5%	-1.1%
COc1ccc([C@@H]2CC=C(C(=O)O)[C@H](c3ccccc3)N2S(=O)(=O)c2ccc(C)cc2)cc1OC	-0.2%	39.0	-5.7%	?	i	0.4%	-3.1%	-3.6%	-6.4%
Cc1ccccc1C(=O)N1CCC2CC1c1cc(-c3ccc(F)cc3)ccc12 (stereo not given)	4.4%	33.8	-69.0%	?	i	8.2%	?	-24.5%	?
CCOC(=O)C1CCCN(C(=O)CSc2ccccc2)C1 (stereo not given)	-1.1%	5.7	1.5%	-4.8%	i	0.4%	?	20.4%	6.6%
Cc1ccc(NC(=O)C2CCN(S(=O)(=O)c3c(C)noc3/C=C/c3ccco3)CC2)cc1C	1.2%	nt	-2.8%	nt	nt	3.9%	6.7%	nt	-16.4%
CCN(CC)S(=O)(=O)c1ccc(N2CCOCC2)c(NC(=O)CC2OC(=O)c3ccccc32)c1 (stereo not given)	0.8%	-2.4	-3.5%	8.4%	i	0.2%	0.1%	-11.5%	15.7%
O=C(O)c1ccc(S(=O)(=O)N2CCCCCC2)cc1	0.1%	14.4	8.0%	3.5%	i	-8.0%	2.2%	-5.5%	-3.1%

Screening results deposited in PubChem BioAssay by National Center for Advancing Translational Sciences (NCATS).
